Compound activity as filed in PubChem BioAssay.
N370S GC = qHTS Assay for Inhibitors and Activators of N370S glucocerebrosidase as a Potential Chaperone Treatment of Gaucher Disease; Lysosomal acid glucosylceramidase (Homo sapiens), P04062; N370S GC spleen homogenate, 4MU-glucoside fluorescence; Potency, µM (highest dose often 59.4 µM), for inactives: at the highest dose activity change, negative = inhibition, usual class: inhibitors; hit rate 0.092% among 330,000; AID 2101, 2009;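 also: 0% = full enzyme activity and -100% = no enzyme basal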
FEN1 inhibitor = qHTS Assay for the Inhibitors of Human Flap endonuclease 1 (FEN1) | P39748 | Recombinant FEN1 flap cleavage, fluorescence, 15 min | Potency, µM (highest dose often 114 µM), inactives show at the top dose activity change, negative = inhibition, usual class: inhibitors | hit rate 0.35% among 390,000; also: nearly all actives have a fitted effect of over 65% in size
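Read-out was taken twice, immediately and after 15 min, following addition of 50 nM substrate to 10 nM FEN1 that had sat with test compound for 15 min at room temperature. Curves came from a four-parameter Hill model.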
GCN5L2 inh = qHTS Assay for Inhibitors of GCN5L2; AID 504327, 2011; GCN5L2 HAT assay, ThioGlo1 CoA-SH fluorescence; hit rate 0.21% among 390,000; Histone acetyltransferase KAT2A (Homo sapiens), Q92830; Potency, µM (titrated, usually from 58.9 µM), without a hit: top-dose activity change, negative = inhibition, most hits filed as inhibitors
Target sequence (Q92830 whole entry, looked up): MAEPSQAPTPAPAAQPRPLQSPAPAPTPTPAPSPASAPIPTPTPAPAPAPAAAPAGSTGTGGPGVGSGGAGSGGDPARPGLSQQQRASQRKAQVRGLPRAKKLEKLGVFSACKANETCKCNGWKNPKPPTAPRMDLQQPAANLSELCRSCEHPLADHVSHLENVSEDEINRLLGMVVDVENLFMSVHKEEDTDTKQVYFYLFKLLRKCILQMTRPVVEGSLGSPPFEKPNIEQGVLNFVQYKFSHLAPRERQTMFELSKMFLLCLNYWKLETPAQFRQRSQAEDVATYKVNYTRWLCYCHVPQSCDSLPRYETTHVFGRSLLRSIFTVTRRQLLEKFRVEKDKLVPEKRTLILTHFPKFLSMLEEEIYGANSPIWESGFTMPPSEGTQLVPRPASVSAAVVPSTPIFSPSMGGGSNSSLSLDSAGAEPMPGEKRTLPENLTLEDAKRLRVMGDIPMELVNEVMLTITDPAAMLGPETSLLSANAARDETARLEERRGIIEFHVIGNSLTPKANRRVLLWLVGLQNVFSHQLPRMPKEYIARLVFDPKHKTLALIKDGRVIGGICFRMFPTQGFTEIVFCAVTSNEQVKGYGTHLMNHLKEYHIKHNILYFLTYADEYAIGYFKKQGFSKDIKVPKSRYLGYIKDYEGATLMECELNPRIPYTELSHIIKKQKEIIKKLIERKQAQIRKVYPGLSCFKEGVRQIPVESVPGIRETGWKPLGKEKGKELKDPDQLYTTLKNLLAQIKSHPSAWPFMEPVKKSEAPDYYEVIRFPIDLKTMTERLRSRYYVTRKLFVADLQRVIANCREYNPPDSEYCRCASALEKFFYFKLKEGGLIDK
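Fluorescence readout, Ex340nm/Em540nm: ThioGlo1 (50uM final) reacts with free CoA thiol released as 20nM GCN5L2 acetylates H3(1-25) peptide (75uM) using acetyl-CoA (70uM). Compound and enzyme sat 15 min beforehand; 20 min room-temperature reaction.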
* hit, by the source's call; [ ] = dose if it differs, or a comment. Calls follow the shape of the dose curve; as a rule, active = well fitted curve in the direction sought with a large enough effect; inconclusive = small, poorly fitted or top-dose-only effect, or another doubt; inactive = no such curve, though single readings can be large; an effect the other way counts as inactive or inconclusive. Unless noted, % is scaled to controls: 0 for no effect and ±100 for the full control effect; potency is read from the fitted curve at half-maximal effect. This is a subset (hit frequency here may not be typical).

`O=C(NCCSc1c(-c2ccc(Cl)cc2)[nH]c2ccccc12)c1ccc(S(=O)(=O)N2CCOCC2)cc1` gave FEN1 inhibitor 12% and GCN5L2 inh -11%.
`CCN1CCN(c2nc3c(c(=O)[nH]c(=O)n3C)n2CCCc2ccccc2)CC1` gave N370S GC -3%, FEN1 inhibitor 9% and GCN5L2 inh 0%.
Screening Cn1ccnc1C(=O)c1ccccc1Cl returned N370S GC -2%, FEN1 inhibitor -7% and GCN5L2 inh -2%.
Cc1sc(NC(=O)CN(C(=O)c2ccccc2F)C2CCCC2)c(C(N)=O)c1C was read as N370S GC 23%, FEN1 inhibitor -4% and GCN5L2 inh -3%.
Screening Cc1cc(NC(=O)c2cc(-c3ccc(C)s3)nc3ccccc23)no1 returned N370S GC inconclusive, FEN1 inhibitor -3% and GCN5L2 inh 28µM*.
For O=C(C1CCCCC1)N1CCN=C1SCc1cccc([N+](=O)[O-])c1 the results were N370S GC -6%, FEN1 inhibitor -8% and GCN5L2 inh 0%.
For CS(=O)(=O)c1ccc2nc(NC(=O)c3ccccc3)sc2c1 the results were N370S GC -3%, FEN1 inhibitor 4% and GCN5L2 inh -9%.
Screening O=C(c1cc(-c2ccc(Br)cc2)n[nH]1)N1CCN(C(=O)c2ccccc2Br)CC1 returned N370S GC -1%, FEN1 inhibitor 1% and GCN5L2 inh -4%.
For COc1cc(C2CC(=O)c3c([nH]c(C(=O)OCCOC(C)C)c3C)C2)cc(OC)c1OC (stereo not drawn) the results were N370S GC 10%, FEN1 inhibitor -3% and GCN5L2 inh -5%.
For O=C1Nc2ccccc2C1(O)Cc1ccncc1 (stereo not drawn) the results were N370S GC 29%, FEN1 inhibitor -2% and GCN5L2 inh 1%.
Cc1cccc(NC(=O)Cn2cc(S(=O)(=O)Cc3ccccc3Cl)c3ccccc32)c1 was read as FEN1 inhibitor -13% and GCN5L2 inh -3%.
CC(C)C(=O)N1c2ncnn2C2(CCCCC2)[C@@H]2CCCC[C@@H]21 was read as FEN1 inhibitor 17% and GCN5L2 inh -5%.
Screening COc1ccc(C)cc1NC(=O)C(=O)NNC(=O)COc1ccc(Cl)cc1 returned N370S GC -3%, FEN1 inhibitor 0% and GCN5L2 inh -10%.
CC(=O)c1ccc(NS(=O)(=O)Cc2ccc(Cl)cc2)cc1 was read as N370S GC -11%, FEN1 inhibitor -1% and GCN5L2 inh -2%.
O=S(=O)(c1ccc(=S)[nH]c1)N1CCOCC1 was read as FEN1 inhibitor 1% and GCN5L2 inh 35%[activator].
Screening CCOC(=O)c1sc(N(Cc2ccccc2)C(=O)CSc2ncn[nH]2)nc1C returned N370S GC -2%, FEN1 inhibitor 7% and GCN5L2 inh -8%.
Screening Cc1cc2c(c(=O)o1)C(CCC1CCCCC1)C(C#N)=C(N)O2 (stereo not drawn) returned N370S GC 2%, FEN1 inhibitor -2% and GCN5L2 inh -7%.
`Cc1ccc(-c2nc3n(n2)C(=O)CC(c2ccc(Cl)cc2)S3)cc1` (stereo not drawn) gave FEN1 inhibitor 5% and GCN5L2 inh -7%.
CN1CCN(C(=O)Nc2cccc3ccccc23)CC1 was read as N370S GC 4%, FEN1 inhibitor -5% and GCN5L2 inh 2%.
`CC(/C=N/NC(=O)c1nn(C)c(C)c1Br)=C\c1ccccc1` gave N370S GC 0%, FEN1 inhibitor 5% and GCN5L2 inh -4%.
CCNC(=S)NN(c1ccccc1)c1ccccc1 was read as N370S GC 12%, FEN1 inhibitor -12% and GCN5L2 inh 0%.
For COCCCNC(=O)C[C@H]1C[C@H](C(=O)N2CCCCC2)[C@@]2(CCc3ccccc3)c3[nH]c4cc(CCC(=O)N(C)C)ccc4c3CCN2C1=O the results were FEN1 inhibitor 1% and GCN5L2 inh -5%.
`Cc1cc(NC(=O)CCN2CCC(C)CC2)ccc1Br` gave N370S GC -4%, FEN1 inhibitor -12% and GCN5L2 inh 0%.
For Cn1c(=O)c2c(nc(NCCCN3CCOCC3)n2Cc2ccc(Cl)cc2)n(C)c1=O the results were N370S GC 4%, FEN1 inhibitor 6% and GCN5L2 inh 0%.
CSc1ccccc1NC(=O)CN(C)C(=O)Cc1c[nH]c2ccccc12 was read as N370S GC -14%, FEN1 inhibitor -19% and GCN5L2 inh 0%.
`Cc1nn(CCCC(=O)NCc2ccccc2)c(C)c1[N+](=O)[O-]` gave N370S GC 1%, FEN1 inhibitor -3% and GCN5L2 inh -4%.
For Cc1ccccc1NC(=O)c1ccc(F)c(S(=O)(=O)NCC2CCCO2)c1 (stereo not drawn) the results were N370S GC -7%, FEN1 inhibitor -9% and GCN5L2 inh -4%.
`Cc1nn(-c2ccccc2)c(Cl)c1C(=O)OCC(=O)NCCc1ccccc1` gave N370S GC -5%, FEN1 inhibitor -18% and GCN5L2 inh -10%.
For Cc1cccnc1NC(=O)/C=C/c1ccc2c(c1)OCO2 the results were N370S GC 8%, FEN1 inhibitor -4% and GCN5L2 inh -3%.
Screening O=C(Nc1nc(-c2ccccn2)cs1)c1ccc(Cl)s1 returned N370S GC inconclusive, FEN1 inhibitor -3% and GCN5L2 inh -25%.
Screening COc1ccc(C)cc1S(=O)(=O)N1CCC(C(=O)NC2CCCC2)CC1 returned N370S GC -2%, FEN1 inhibitor 0% and GCN5L2 inh -16%.
`Cc1ccc(NS(=O)(=O)c2cccc3cccnc23)c(Br)c1` gave N370S GC -2%, FEN1 inhibitor -22% and GCN5L2 inh 2%.
COCCn1c(SCc2csc(-c3ccccc3)n2)nc2ccccc21 was read as N370S GC 16%, FEN1 inhibitor 1% and GCN5L2 inh -2%.
`O=C(CSc1nnc2c3c4c(sc3ncn12)CCCC4)NCc1ccco1` gave N370S GC 5%, FEN1 inhibitor 1% and GCN5L2 inh -3%.
CCOc1ccc(CNC(=O)CCS(=O)(=O)Cc2ccccc2C)cc1OC was read as N370S GC 1%, FEN1 inhibitor 2% and GCN5L2 inh -5%.
CC12CCC(C(=O)NNC(=O)c3ccccc3)(OC1=O)C2(C)C (stereo not drawn) was read as N370S GC 2%, FEN1 inhibitor -1% and GCN5L2 inh 0%.
Screening Cc1cccc(N2CCN(C(=O)c3cnn(-c4cccc(Cl)c4C)c3C3CCNCC3)CC2)c1C returned FEN1 inhibitor -12% and GCN5L2 inh -14%.
Screening CN(C(=O)Cc1c(C(=O)O)n(C)c2ccccc12)c1cccc(C(F)(F)F)c1 returned N370S GC -6%, FEN1 inhibitor -1% and GCN5L2 inh -12%.
Screening Cc1cccc(CNc2cc(-c3cccc(C#N)c3)ncn2)c1 returned N370S GC -8% and GCN5L2 inh -10%.
For COC(=O)c1ccc(NC(=O)c2ccc(C)cc2)o1 the results were N370S GC 0%, FEN1 inhibitor -6% and GCN5L2 inh -4%.

Ordered by formula weight (falling): part of the list above.
`Cc1cc(NC(=O)CCN2CCC(C)CC2)ccc1Br` gave N370S GC -4%, FEN1 inhibitor -12% and GCN5L2 inh 0%.
Screening O=C(Nc1nc(-c2ccccn2)cs1)c1ccc(Cl)s1 returned N370S GC inconclusive, FEN1 inhibitor -3% and GCN5L2 inh -25%.
Screening Cc1cccc(CNc2cc(-c3cccc(C#N)c3)ncn2)c1 returned N370S GC -8% and GCN5L2 inh -10%.
CCNC(=S)NN(c1ccccc1)c1ccccc1 was read as N370S GC 12%, FEN1 inhibitor -12% and GCN5L2 inh 0%.
For COC(=O)c1ccc(NC(=O)c2ccc(C)cc2)o1 the results were N370S GC 0%, FEN1 inhibitor -6% and GCN5L2 inh -4%.

Continued:
For O=c1oc2c(CN3CCCCC3)c(O)ccc2cc1-c1nc2ccccc2[nH]1 the results were N370S GC -6%, FEN1 inhibitor 1% and GCN5L2 inh -11%.
For COc1ccc(Cn2c(-c3ccc(Cl)cc3)c[n+]3ccccc23)cc1 the results were N370S GC 5%, FEN1 inhibitor -2% and GCN5L2 inh 0%.
O=C(CNC(=O)c1cccc(Cl)c1)N/N=C/c1cccnc1 was read as N370S GC -4%, FEN1 inhibitor -1% and GCN5L2 inh 1%.
`Cc1ccccc1N(CC(=O)N/N=C/c1ccc(F)cc1)C(=O)c1ccccc1` gave N370S GC -4%, FEN1 inhibitor 4% and GCN5L2 inh -6%.
For O=C(Nc1ccc(F)cc1F)c1ccc2c(O)c(S(=O)(=O)c3ccc(Cl)cc3)c(=O)[nH]c2c1 the results were FEN1 inhibitor -17% and GCN5L2 inh -4%.
For CCN(CC(=O)NC1CCS(=O)(=O)C1)S(=O)(=O)c1ccc(C)cc1C (stereo not drawn) the results were N370S GC 6%, FEN1 inhibitor 9% and GCN5L2 inh 1%.
For Cc1c(NC(=S)NC(=O)c2ccco2)c(=O)n(-c2ccccc2)n1C the results were N370S GC 7%, FEN1 inhibitor 0% and GCN5L2 inh -2%.
For COc1ccccc1CNC(=O)COC(=O)c1c[nH]c2ccccc12 the results were N370S GC 9%, FEN1 inhibitor -3% and GCN5L2 inh -16%.
For CCC(CC)C(=O)Nc1cc(C(=O)NCCc2ccccc2)ccc1Cl the results were N370S GC 6%, FEN1 inhibitor 0% and GCN5L2 inh -2%.
`Cc1c2cnn(CC(=O)N3CCN(c4ccc(F)cc4)CC3)c(=O)c2c(C)n1Cc1ccccc1F` gave FEN1 inhibitor -3% and GCN5L2 inh -2%.
CN1CCC(=NNC(=O)C(=O)Nc2ccc(F)cc2)CC1 was read as N370S GC 2%, FEN1 inhibitor 3% and GCN5L2 inh -11%.
Screening Cc1noc(C)c1NC(=O)Nc1ccc2c(c1)C(=O)N([C@H](C)CO)C[C@H](C)[C@@H](CN(C)S(=O)(=O)c1cn(C)cn1)O2 returned FEN1 inhibitor 16% and GCN5L2 inh -1%.
`Cc1ccc(NC(=S)NNC(=O)CSc2nc3ccccc3c(=O)n2-c2ccc(C)cc2)cc1` gave N370S GC -6%, FEN1 inhibitor 1% and GCN5L2 inh -7%.
For CCC(C)c1ccc(OCC(=O)Nc2cccc(-c3nc4ncccc4o3)c2)cc1 (stereo not drawn) the results were FEN1 inhibitor -21% and GCN5L2 inh -11%.
Screening COc1ccc(/C=N\NC(=O)c2ccccc2)cc1COc1ccccc1 returned N370S GC 1%, FEN1 inhibitor -17% and GCN5L2 inh -27%.
O=C(Nc1cccnc1)Nc1ccccc1Cl was read as N370S GC -12%, FEN1 inhibitor 4% and GCN5L2 inh -6%.
`CCOc1ccccc1NC(=O)CSC1=NN2CCCC(=O)N=C2S1` gave N370S GC 1%, FEN1 inhibitor 8% and GCN5L2 inh -1%.
For CN(C(=O)c1cccc(NC(=O)Cc2cccc([N+](=O)[O-])c2)c1)C1CCCCC1 the results were FEN1 inhibitor 2% and GCN5L2 inh -4%.
Screening CCC(=O)N/N=C(\C)CC(=O)Nc1ccccc1-c1ccccc1 returned N370S GC 9%, FEN1 inhibitor -6% and GCN5L2 inh -6%.
`CC(C)(C)c1ccc(/C=C/C(=O)N2CCN(c3ncccn3)CC2)cc1` gave N370S GC 2%, FEN1 inhibitor 2% and GCN5L2 inh 3%.
Screening O=C(CSc1nnc2ccc(-c3cccnc3)nn12)Nc1ccc(F)cc1F returned N370S GC 11%, FEN1 inhibitor 13% and GCN5L2 inh -2%.
For CCCNC(=O)CS(=O)(=O)Cc1nc(-c2cccc(OC)c2)oc1C the results were N370S GC 1%, FEN1 inhibitor 14% and GCN5L2 inh 2%.
`O=[N+]([O-])c1cc([N+](=O)[O-])c2nonc2c1Nc1ccc(O)cc1` gave N370S GC -16%, FEN1 inhibitor inconclusive and GCN5L2 inh -2%.
COc1ccc(S(=O)(=O)NCC(c2ccc(C)cc2)N2CCN(C)CC2)cc1 (stereo not drawn) was read as N370S GC -1%, FEN1 inhibitor -7% and GCN5L2 inh -6%.
COc1cc(OC)c(OC)cc1/C=C1\Oc2cc(OCC(=O)N3Cc4ccccc4C[C@H]3C(=O)O)ccc2C1=O was read as N370S GC -13%, FEN1 inhibitor inconclusive and GCN5L2 inh -6%.
CN(c1ccc(Cl)cc1)S(=O)(=O)c1nnc(NC(=O)C(C)(C)C)s1 was read as N370S GC 1%, FEN1 inhibitor 4% and GCN5L2 inh -2%.
CCC(=O)N1c2ccccc2CC1C(=O)NCCc1ccccc1 (stereo not drawn) was read as FEN1 inhibitor -5% and GCN5L2 inh 2%.
For COc1ccc(-n2nc(C(=O)NCC(=O)N3CCN(c4ccc(F)cc4)CC3)c3ccccc3c2=O)c(OC)c1 the results were N370S GC 5%, FEN1 inhibitor 10% and GCN5L2 inh -5%.
`COc1ccc(-n2c(=O)c3c4c(sc3n(Cc3cc(=O)n5c(C)cccc5n3)c2=O)CCC4)c(OC)c1` gave FEN1 inhibitor -7% and GCN5L2 inh -10%.

Looked up by structure from above (two):
For O=C(Nc1ccc(F)cc1F)c1ccc2c(O)c(S(=O)(=O)c3ccc(Cl)cc3)c(=O)[nH]c2c1 the results were FEN1 inhibitor -17% and GCN5L2 inh -4%.
`Cc1ccc(NS(=O)(=O)c2cccc3cccnc23)c(Br)c1` gave N370S GC -2%, FEN1 inhibitor -22% and GCN5L2 inh 2%.
